FLuc counter: firefly luciferase modulation, counter-screen for miR-21 project; P08659; purified FLuc, Km substrates, luminescence inhibition; Potency, µM (doses to about 57.5 µM), for the others: at the top dose activity change, negative = inhibition, hits mostly inhibitors; 360,000 tested, 6.9% active; AID 588342; active means well fitted inhibition curve with a large enough effect; inconclusive means small, poorly fitted or top-dose-only effect;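 further: plate controls were vehicle for no effect and reference inhibitor for full effect; nearly all actives have a fitted effect of over 55% in size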
Target sequence (P08659 whole entry, looked up): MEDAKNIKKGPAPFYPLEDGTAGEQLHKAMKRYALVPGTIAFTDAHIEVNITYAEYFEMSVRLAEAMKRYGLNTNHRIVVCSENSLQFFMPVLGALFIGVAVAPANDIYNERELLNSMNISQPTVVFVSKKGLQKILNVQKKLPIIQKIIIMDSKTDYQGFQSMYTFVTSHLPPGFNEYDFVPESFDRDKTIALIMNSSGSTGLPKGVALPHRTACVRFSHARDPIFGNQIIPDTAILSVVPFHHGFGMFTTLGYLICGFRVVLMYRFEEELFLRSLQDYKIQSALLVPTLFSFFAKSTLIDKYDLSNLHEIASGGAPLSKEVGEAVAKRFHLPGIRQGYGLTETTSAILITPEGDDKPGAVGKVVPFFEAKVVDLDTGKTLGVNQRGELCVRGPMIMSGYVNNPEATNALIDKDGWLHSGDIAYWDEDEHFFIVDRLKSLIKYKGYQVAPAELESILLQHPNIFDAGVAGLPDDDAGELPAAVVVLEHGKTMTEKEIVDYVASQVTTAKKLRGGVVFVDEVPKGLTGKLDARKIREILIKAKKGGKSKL
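Purified P. pyralis luciferase, 10 nM final, with Km-level 10 uM D-luciferin and 10 uM ATP in 50 mM Tris acetate pH 7.5, 10 mM Mg acetate, 0.01% Tween-20, 0.05% BSA; 6-point qHTS titration about 60 µM downward; luminescence read.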
Numbers without * were called inactive; ? = inconclusive. Potency means the concentration at half of the fitted maximal effect. Not all compounds are listed; rates above refer to the full screens.

mol	FLuc counter
Cc1ccc(CNC(=O)c2c(Nc3c(C)cccc3C)sc(C(=O)c3ccccc3)c2N)cc1	0.8%
Cc1ccccc1CNC(=O)c1c(C)oc2c1C1=NCCN1C=N2	2.7%
COc1ccc(OC)c(CNS(=O)(=O)c2c(C(=O)N3CCC(C)CC3)c(C)n(C)c2C)c1	-1.8%
COc1ccc(OC)c(CNC(=O)c2cnc3c(C)cccn3c2=O)c1	2.7%
Cc1ccc(OCCCn2c(-c3ccc(Cl)cc3)nc3ccccc3c2=O)cc1C	-6.6%
COc1ccc(C(=O)CSc2c(C(C)C)cnc3c2c(=O)n(C)c(=O)n3C)cc1	1.2%
COc1ccc(NC(=O)c2sc3nc4c(c(-c5ccc(OC)cc5)c3c2N)C(=O)CC(C)(C)C4)cc1	-2.1%
CCn1c2ccccc2c2cc(NC(=O)COc3ccc(C)cc3C)ccc21	-11.2%
COc1ccc(-n2c(C)c(C(C)=O)c3cc(OC(=O)c4ccc(C)cc4)ccc32)cc1	-12.6%
CCOC(=O)c1cc(-c2ccc(OC)cc2)n(CCC(=O)Nc2ccc(OC)cc2OC)c1C	1.2%
O=C(CCc1ccccc1)N1CCc2c([nH]c3ccccc23)C1c1ccc(F)cc1 (stereo not drawn)	-3.8%
Cc1nc2ccc(S(=O)(=O)CCC(=O)Nc3ccc(C(C)C)cc3)cc2s1	-7.8%
COc1ccc(-n2nc3cc(C)c(NC(=O)COc4cccc(C)c4)cc3n2)cc1	?
CC(=O)c1ccc(N2CCN(S(=O)(=O)c3ccc(-c4cc(C(F)(F)F)on4)s3)CC2)cc1	-0.4%
CCOc1ccc(N(C(=O)c2ccccc2F)S(=O)(=O)c2ccc3c(c2)n(C)c(=O)n3C)cc1	1.1%
CC(=O)Nc1c(C)nn(-c2ccccc2)c1N1CCC(C(=O)Nc2ccc(C)cc2Cl)CC1	-8.7%
CC(C)c1ccc(NC(=O)C(NS(=O)(=O)c2ccc3c(c2)CCC(=O)N3)c2ccccc2)cc1 (stereo not drawn)	?
COc1ccc(CCNC(=O)c2ccc3c(c2)CCN3S(=O)(=O)c2ccc(C)cc2)cc1OC	-2.4%
COc1ccc(Nc2c3c(nc4nncn24)CCC3)cc1OC	3.1%
Fc1ccc(Nc2c(-c3c[nH]c4ccccc34)nc3ccccn23)cc1	-7.1%
COc1ccc(CNC(=O)c2cc(Nc3ccc(OC)cc3OC)nc3ccccc23)cc1	7.57µM*
COc1ccc(CN2CCc3c(c(=O)n4ncc(C(=O)N5CCN(c6ccccc6OC)CC5)c4n3C)C2)cc1	-16.6%
Cc1ccc(NC(=O)c2c(C)oc3ccc(O)c(CN4CCN(Cc5ccccc5)CC4)c23)cc1	-3.2%
CN(C)c1ccc(C(CNS(=O)(=O)c2ccc(Br)cc2)N2CCCC2)cc1 (stereo not drawn)	-4.2%
Cc1ccccc1CN1c2ccccc2-c2nc(SCC(=O)c3ccc(Cl)cc3)ncc2S1(=O)=O	2.2%
Cc1cccc(N(CC(=O)NCCc2ccccc2)S(=O)(=O)c2ccccc2)c1C	-2.3%
CCOC(=O)Cn1c(=O)oc2cc(S(=O)(=O)N3CCN(c4ccccc4F)CC3)ccc21	-2.3%
CCOC(=O)c1scc(-c2ccccc2)c1S(=O)(=O)N1CCN(c2ccccc2OC)CC1	0.1%
COc1ccc(-c2nc(CNS(=O)(=O)c3ccc(F)cc3)cs2)cc1	0.4%
CCOc1ccc(Cn2c(CNS(=O)(=O)c3ccc(CC)cc3)nc3cccnc32)cc1	-12.7%
CCOc1cccc(CC(=O)N2CCc3c([nH]c4ccccc34)C2c2ccccc2)c1OCC (stereo not drawn)	1.1%
Cc1cccc(CNC(=O)c2cc3cc(S(=O)(=O)N4CCCCC4)ccc3n2C)c1	0.4%
Cc1ccc(-n2c(=O)c3c(C)c(C(=O)N(C)C)sc3n(Cc3ccccc3C)c2=O)cc1C	-1.8%
COc1cccc(N2C(=O)C(CC(=O)Nc3cccc(F)c3)N(C3CCCC3)C2=O)c1 (stereo not drawn)	-4.7%
O=C(CSc1nc2c([nH]c3ccccc32)c(=O)n1-c1ccccc1)Nc1ccccc1F	-2.8%
COC(=O)c1cnn2c(C)c(Cc3c(C)cc(C)cc3C)c(C)nc12	-0.6%
CCOC(=O)c1c(C)sc(-c2c(-c3ccc4c(c3)OCCO4)[nH]c3c2c(=O)n(C)c(=O)n3C)c1O	3.4%
Cc1ccc(NC(=O)CSc2nc3n[nH]c(C)c3c(=N)n2-c2cccc(C)c2)cc1	0.8%
Cc1ccc(CN(Cc2ccco2)C(=O)COc2ccc(C(C)C)cc2)cc1	-12.6%
Oc1c(C(c2ccc(Br)cc2)N2CCOCC2)sc2nc(-c3ccco3)nn12 (stereo not drawn)	?
COc1ccc(S(=O)(=O)c2c(Nc3ccc(C)cc3C)sc(C(=O)c3ccc(F)cc3)c2N)cc1	-0.1%
Cc1ccc(NC(=O)CSCc2cnn(-c3ccccc3)c2-n2cccc2)c(C)c1	-17.8%
CC(=O)N1CCCc2cc(S(=O)(=O)N3CCC(C(=O)NCc4ccc(F)cc4)CC3)ccc21	-4.8%
Cc1ccc(CNS(=O)(=O)c2ccc3[nH]c4c(c3c2)CCCC4)cc1	-12.9%
COc1ccc(OC)c(CCNc2nc3cc(OC)c(OC)cc3c3nc(-c4cccnc4)nn23)c1	-0.8%
CCCCOc1ccc(CNC(=O)c2cnc3sc(N4CCCCCC4)nn3c2=O)cc1	6.8%
CCOc1cc(C#N)c(NC(=O)c2ccc(OC)c(S(=O)(=O)N3CCCCC3)c2)cc1OCC	-8.9%
Cc1ccc(-n2nnnc2CNC(=O)c2ccccc2F)cc1C	-1.2%
CC(=O)c1ccc(NC(=O)Cn2c(-n3nc(C)cc3C)nc(C)c(C)c2=O)cc1	-9.9%
CC(=O)c1cc(-c2ccc(F)cc2)n(CCC(=O)Nc2nc3c(C)cccc3s2)c1C	-0.7%
CC1=C(c2ccc(C)c(C)c2)S(=O)(=O)N(Cc2ccc(C(=O)NC(C)c3ccccc3)cc2)C1=O (stereo not drawn)	-0.2%
CCOc1ccc(CCNC(=O)CCCn2nc(C)c3sc4ccccc4c3c2=O)cc1OCC	?
Cc1cc2oc(C(=O)Nc3ccc(S(=O)(=O)Nc4ncccn4)cc3)cc(=O)c2cc1C	-4.0%
CSc1ncc(Cl)c(C(=O)N(C)c2ccccc2)n1	-1.8%
COc1cc(-c2nnc(SCCOc3ccc(C)c(Cl)c3)o2)cc(OC)c1OC	?
COc1cccc(CNC(=O)Cc2c(C(=O)O)c(C)cn2C)c1	1.8%
COC(=O)c1ccc(Cl)cc1NC(=O)Nc1nnc(N2CCCC2)s1	-1.8%
COc1cccc(OC)c1C(=O)Nc1ccc(S(=O)(=O)Nc2nccc(C)n2)cc1	5.2%
COc1ccc(CNC(=O)CN2C(=O)CSc3ccc(S(=O)(=O)N4CCCC4)cc32)cc1	1.4%
CCOc1ccc(NS(=O)(=O)c2ccc3[nH]cc(C(=O)N(C)C4CCCCC4)c(=O)c3c2)cc1	?

Additional results follow.
mol	FLuc counter
CCc1ccc(NC(=O)C2=C(C)C(=O)OC23CCCCC3)cc1	-0.3%
CCCOC(=O)c1c(NC(=O)C2c3ccccc3Oc3ccccc32)sc2c1CCCC2	0.0%
Cc1ccc2c(c1)N(C(=O)CCC(=O)NCc1ccccc1F)CC(C)O2 (stereo not drawn)	2.6%
Nc1c(C(=O)NCc2ccccc2)nnn1Cc1cccc(Br)c1	-6.6%
CCCCn1cc(S(=O)(=O)c2cc(C)ccc2C)c(=O)c2cc(F)c(N3CCC(C)CC3)cc21	-3.4%
Cc1cccc(NC(=O)c2ccc(Cn3nc(N4CCN(c5ccccc5)CC4)ccc3=O)o2)c1C	-8.9%
COc1cccc(NC(=O)c2c(C(=O)Nc3ccccc3)sc3nc(C)cc(=O)n23)c1	3.3%
O=S(=O)(c1ccc(-c2cc(C(F)(F)F)on2)s1)N1CCN(c2cccc(Cl)c2)CC1	-5.3%
CC(C)(C)c1ccc(Oc2ccc(NC(=O)CCC(=O)OCC(=O)c3ccccc3)cc2)cc1	?
C=CCC(CC=C)(CNC(=O)C(=O)Nc1ccc(Br)cc1)c1ccc(OC)c(OC)c1	-4.2%
COc1cc(-c2nnn(CC(=O)Nc3ccc(OC(F)(F)F)cc3)n2)cc(OC)c1OC	-17.1%
Cc1cccc(NC(=O)c2ccc(C(=O)Nc3cccc(C)c3C)cc2)c1C	2.0%
CCOc1cc(Cl)c(S(=O)(=O)n2cc(C)nc2CC)cc1Cl	-12.5%
Cc1cn(C)c(CC(=O)NCc2ccccc2)c1C(=O)O	-0.8%
CCOc1cc(C2CC(=O)Nc3cc4c(cc32)OCCO4)ccc1O (stereo not drawn)	3.1%
COc1cccc(C2c3c(-c4ccccc4O)n[nH]c3C(=O)N2CCc2ccc(OC)c(OC)c2)c1 (stereo not drawn)	-11.5%
Cc1nnsc1C(=O)Oc1ccc(C#N)cc1	-17.7%
COc1ccc(Cn2c(C(=O)O)c(CNCCc3cc(OC)ccc3OC)c3ccc(C)cc32)cc1	6.3%
CCn1c(SCc2cccc(Br)c2)nnc1-c1nonc1NC(C)=O	-7.1%
COC(=O)c1c(-c2ccc(Cl)cc2)noc1N1CCN(c2ccc(C(C)=O)cc2)CC1	6.6%

Structural class, the entries above containing a cyano group.
mol	FLuc counter
CCOc1cc(C#N)c(NC(=O)c2ccc(OC)c(S(=O)(=O)N3CCCCC3)c2)cc1OCC	-8.9%
Cc1nnsc1C(=O)Oc1ccc(C#N)cc1	-17.7%

Later entries:
mol	FLuc counter
O=C(CCCc1ccccc1)NC1CC(=O)N(c2ccc(Cl)cc2)C1 (stereo not drawn)	-3.2%
O=C(COc1ccccc1)NCCc1csc(-c2ccc(F)cc2)n1	-8.7%
CSc1ccc(CNC(=O)Cc2csc3ccccc23)cc1	-13.2%
COc1ccc2nc(N(Cc3cccnc3)C(=O)Cc3ccccc3)sc2c1	-11.4%
CCCCCCn1nnc2sc(-c3ccccc3)cc2c1=O	-2.6%
Cc1ccc(Cl)cc1N1CCN(C(=O)c2cc3c(=O)n(C)c4ccccc4c3s2)CC1	3.5%
Cc1ccc2nc(COc3ccccc3NC(=O)COc3ccccc3Cl)cc(=O)n2c1	-10.6%
CC(C)(C)OC(=O)N1CCC(c2c(C(=O)N3CCN(C(=O)c4ccco4)CC3)cnn2-c2ccccc2)CC1	3.0%
CC(=O)N1CCc2cc(S(=O)(=O)NC(Cc3ccccc3)C(=O)Nc3cccc(C)c3)ccc21 (stereo not drawn)	-13.6%
COc1cccc(CNC(=O)Cn2c(=O)oc3cc(S(=O)(=O)N4CCC(C)CC4)ccc32)c1	?
Cc1cccc(CCNC(=O)c2cc3c(s2)-c2c(C)cccc2OC3)c1	-8.6%
CC(=O)c1cccc(NC(=O)Cn2cnc3c2c(=O)n(C)c(=O)n3C)c1	-5.7%
Cc1c(Cl)cccc1NC(=O)CN1C(=O)CCn2nc(-c3cccn3C)cc21	5.3%
CCC(=O)Nc1ccc(C)cc1-c1nc2ccccc2n(C(C)C(=O)Nc2ccccc2CC)c1=O (stereo not drawn)	-0.5%
O=C(Nc1ccc2oc(-c3cccnc3)nc2c1)c1ccc(-c2ccccc2OC(F)(F)F)o1	6.7%
COc1ccc(NC(=O)NC2COc3ccccc3C2)c(OC)c1 (stereo not drawn)	-0.7%
CCCCC(=O)Nc1cc2nn(-c3ccc(OCC)cc3)nc2cc1C	-0.8%
CCn1c2ccccc2c2nnc(N3CCN(c4cccc(C)c4C)CC3)nc21	-3.2%
Cc1[nH]c2ccc(F)cc2c1CCNC(=O)c1cc2cc(Cl)ccc2oc1=O	-2.5%
CC1CCN(C(=O)CSc2nnc(-c3ccccc3)o2)CC1	-13.1%

Retrieved by structure from the list above, 2 records:
mol	FLuc counter
Cc1cc2oc(C(=O)Nc3ccc(S(=O)(=O)Nc4ncccn4)cc3)cc(=O)c2cc1C	-4.0%
CCOC(=O)c1cc(-c2ccc(OC)cc2)n(CCC(=O)Nc2ccc(OC)cc2OC)c1C	1.2%

2 entries from above, set out differently:
compound: COc1ccc(CNC(=O)CN2C(=O)CSc3ccc(S(=O)(=O)N4CCCC4)cc32)cc1
- FLuc counter: 1.4%
compound: CC(C)(C)c1ccc(Oc2ccc(NC(=O)CCC(=O)OCC(=O)c3ccccc3)cc2)cc1
- FLuc counter: ?

Continued:
mol	FLuc counter
CCOc1ccc(-c2nnc(SCC(=O)NC(C)CC)nc2-c2ccc(OCC)c(OC)c2)cc1OC (stereo not drawn)	-1.3%
N#Cc1nc(COc2cccc(Cl)c2)oc1NCCc1ccccc1	-11.9%
CCOC(=O)c1ccc(NC(=O)CSc2nc3c(c(=O)[nH]2)CN(Cc2ccccc2)CC3)cc1	-1.5%
CCOC(=O)c1ccc(NC(=O)CSc2nccn2Cc2ccc(OC)cc2)cc1	0.8%
O=C(Cn1ccc2cc(S(=O)(=O)N3CCCCC3)ccc21)NCc1ccccc1Cl	-0.1%
COCCn1c(CNC(=O)c2cc([N+](=O)[O-])ccc2Cl)nc2cccnc21	1.2%
Cc1ccc(CSc2nc(=O)c3c(n2C)NC(=O)CC3c2ccc(OC(C)C)cc2)cc1 (stereo not drawn)	?
COc1ccc(C)cc1NC(=O)c1cc(S(=O)(=O)N2CCCCC2)c[nH]1	2.2%
COc1ccccc1NC(=O)c1sc2nc3c(c(C(F)(F)F)c2c1N)CN(C(C)=O)CC3	0.4%
